Assay outcomes from PubChem.
Lipid storage S3 – qHTS Assay for Lipid Storage Modulators in Drosophila S3 Cells; Potency in µM for hits, for the others lipid storage change, negative = inhibition, % at the top dose, mostly 46.1 µM; Drosophila S3 cells, BODIPY lipid droplet fluorescence, 18-24 h; cells fed with added oleic acid; hit rate 0.64% among 320,000; active = well fitted inhibition curve with a large enough effect in the signal ratio, with a control signal flat, not every such curve was filed as active; inconclusive = small, poorly fitted or top-dose-only effect, or effect the other way, or a change in a side signal; the % refers to the signal ratio
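Drosophila S3 cells loaded with oleic acid (400 uM, as added) and compounds at several concentrations; lipid droplets imaged by 488-nm laser-scanning cytometry, 500–530 nm intensity and object ratio to cell channel. Percent activity normalized to 20 uM Triacsin C.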
Lipid storage S3 cell count max – also measured in Lipid storage S3; calls as there; cell number change, %; measured here: cell count max response;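 cells counted by Cell Tracker Red CMTPX staining in the red channel; peak over a dose series mostly up to 46.1 µM; percent activity relative to internal control wells on each plate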
An asterisk follows results filed as active. % is set by controls: 0 for no effect and ±100 for the full control effect; potency is the fitted concentration of half-maximal effect.

`Cc1nn(C)cc1S(=O)(=O)N1CCCCC1C` (stereo not drawn) gave Lipid storage S3 1% and Lipid storage S3 cell count max 17.
Screening Cc1ccc(C(=O)Sc2cccccc2=O)cc1 returned Lipid storage S3 inconclusive.
c1ccc(SCc2cn3cccnc3n2)nc1 was read as Lipid storage S3 inconclusive.
Screening O=[N+]([O-])c1ccc(S(=O)(=O)Nc2ncccn2)cc1 returned Lipid storage S3 19% and Lipid storage S3 cell count max 20.
`CC(=O)N1c2ccc(S(=O)(=O)N(C)CC(=O)Nc3ccccc3C)cc2CC1C` (stereo not drawn) gave Lipid storage S3 inconclusive.
`COc1ccc(CNC(=O)COC(=O)c2cncc(Br)c2)cc1` gave Lipid storage S3 inconclusive.
For O=C(CCc1ccccc1)Nc1ccc(N2CCCCC2)cc1 the results were Lipid storage S3 26% and Lipid storage S3 cell count max 18.
Screening CS(=O)(=O)N1CCC(C(=O)N2CCC(Cc3ccccc3)CC2)CC1 returned Lipid storage S3 inconclusive.
Cc1cc(=O)oc(C)c1C(=O)NCCN(C)Cc1ccccc1 was read as Lipid storage S3 inconclusive.
Cc1ccc(-n2c(SCC(=O)N/N=C/c3ccccc3C(=O)O)nnc2-c2ccc(Cl)cc2)cc1 was read as Lipid storage S3 24% and Lipid storage S3 cell count max 1.
`CCOc1ccc2nc(SCC(=O)Nc3cccc(S(=O)(=O)NC4=NCCCCC4)c3)[nH]c2c1` gave Lipid storage S3 inconclusive.
For O=C(Nc1ccccc1C(=O)Nc1ccccn1)c1ccc([N+](=O)[O-])cc1 the results were Lipid storage S3 -16% and Lipid storage S3 cell count max -6.
CCCc1nnc(SCC(=O)NC2CCCCC2)n1CCOC was read as Lipid storage S3 inactive and Lipid storage S3 cell count max 4.
Screening O=C(COC(=O)/C=C/c1ccccc1Cl)NC1CCCCCC1 returned Lipid storage S3 5% and Lipid storage S3 cell count max 26.
O=C(N/N=C/c1cn(-c2ccccc2)nc1-c1ccc(F)cc1)c1ccc(Br)o1 was read as Lipid storage S3 inconclusive.
NC(=O)c1ccc(N=Nc2c(-c3ccccc3)[nH]n(-c3ccccc3)c2=O)cc1 was read as Lipid storage S3 5% and Lipid storage S3 cell count max 5.
Screening C=CCNCc1ccc(C(=O)NCCCCCCC)cc1[N+](=O)[O-] returned Lipid storage S3 inconclusive.
`CSc1nnc(C)c(/C=C/Nc2ccc(Cl)cc2)n1` gave Lipid storage S3 0% and Lipid storage S3 cell count max -19.
O=C(Cn1ccccc1=O)Nc1ccc(Cl)c(S(=O)(=O)N2CCCCC2)c1 was read as Lipid storage S3 inconclusive.
`CNC(=S)N1N=C(c2ccc(OC)cc2)CC1c1ccc(Cl)cc1Cl` (stereo not drawn) gave Lipid storage S3 2% and Lipid storage S3 cell count max 8.
Screening COc1ccc(-n2c(=O)cc(N3CCCCCC3)[nH]c2=O)cc1 returned Lipid storage S3 inconclusive.
For COc1ccccc1C(=O)NC(=O)Nc1cccc(Cl)c1 the results were Lipid storage S3 inconclusive.
Screening O=C1CC2(CCN(C(=O)c3ccc(Cl)cc3)CC2)Oc2ccccc21 returned Lipid storage S3 26% and Lipid storage S3 cell count max -19.
For Cc1ccc(NC2=NCC(=O)N2C2CCCC2)cc1C the results were Lipid storage S3 14% and Lipid storage S3 cell count max -3.
CN(C)S(=O)(=O)c1ccc(F)c(C(=O)Nc2ccccc2C(=O)NC2CC2)c1 was read as Lipid storage S3 inconclusive.
`Cc1cc(C(=O)NCc2ccco2)c2cc(F)ccc2n1` gave Lipid storage S3 8% and Lipid storage S3 cell count max 1.
CCOC(=O)c1c(-c2cccs2)csc1NC(=O)COC(=O)c1c(C)noc1C was read as Lipid storage S3 inconclusive.
Screening N#Cc1c(NC(=O)c2ccccc2Cl)n(Cc2ccccc2)c2nc3ccccc3nc12 returned Lipid storage S3 inconclusive.
CCCn1c(SCC(=O)Nc2cccc(C(=O)OC)c2)nnc1-c1cccnc1 was read as Lipid storage S3 inconclusive.
O=C(Cc1ccc(-n2cccc2)cc1)N1CCN(c2ccccc2F)CC1 was read as Lipid storage S3 inconclusive.

Structural class: the compounds so far with fluorine (four)
O=C(N/N=C/c1cn(-c2ccccc2)nc1-c1ccc(F)cc1)c1ccc(Br)o1 was read as Lipid storage S3 inconclusive.
CN(C)S(=O)(=O)c1ccc(F)c(C(=O)Nc2ccccc2C(=O)NC2CC2)c1 was read as Lipid storage S3 inconclusive.
`Cc1cc(C(=O)NCc2ccco2)c2cc(F)ccc2n1` gave Lipid storage S3 8% and Lipid storage S3 cell count max 1.
O=C(Cc1ccc(-n2cccc2)cc1)N1CCN(c2ccccc2F)CC1 was read as Lipid storage S3 inconclusive.

Next part.
CC(C)CC(=O)NNC(=S)NCc1ccco1 was read as Lipid storage S3 -10% and Lipid storage S3 cell count max -1.
Screening CN(C)CCN(C(=O)CCS(=O)(=O)c1ccccc1)c1nc2c(F)cccc2s1 returned Lipid storage S3 inconclusive.
For Fc1c(CSC(=S)N2CCOCC2)cccc1CSC(=S)N1CCOCC1 the results were Lipid storage S3 8% and Lipid storage S3 cell count max -1.
CC(C)NC(=O)CS(=O)(=O)c1ccccc1 was read as Lipid storage S3 inconclusive.
For COc1ccc(-c2sc(Nc3ccccc3)n[n+]2C)c(C)c1C the results were Lipid storage S3 inconclusive.
Cc1cc(Nc2ccc(C(=O)O)cc2)n2nc(C)nc2n1 was read as Lipid storage S3 inconclusive.
`O=C1CC(N2CCN(c3ccc(F)cc3)CC2)C(=O)N1Cc1ccc(N2CCCC2=O)cc1` (stereo not drawn) gave Lipid storage S3 inconclusive.
For Nc1c(C(=O)OCC2CCCO2)c2nc3ccccc3nc2n1-c1ccc2c(c1)OCCO2 (stereo not drawn) the results were Lipid storage S3 inactive and Lipid storage S3 cell count max -12.
`COC(=O)[C@H]1CCCN1C(=O)Nc1cccc(Oc2c(F)c(F)c(F)c(F)c2F)c1` gave Lipid storage S3 -4% and Lipid storage S3 cell count max -12.
CCON1C(=O)C(C)(C)N(OCC)C(=O)C1(C)C was read as Lipid storage S3 15% and Lipid storage S3 cell count max 3.
For Cc1c(C(=O)O)cnc2c([N+](=O)[O-])cnn12 the results were Lipid storage S3 inconclusive.
O=C(CCN1CCN(c2ccc(F)cc2)CC1)Nc1ccccc1F was read as Lipid storage S3 inactive.
For O=C(CCN1CCN(C(=O)c2ccccc2)CC1)c1ccc(Br)cc1 the results were Lipid storage S3 inactive and Lipid storage S3 cell count max 16.
For Cc1ccc(-c2nc(SCC(=O)N(C)C3CCS(=O)(=O)C3)[nH]c2-c2ccc(C)cc2)cc1 (stereo not drawn) the results were Lipid storage S3 inconclusive.
Screening CC(C)(C)c1ccc(C(=O)NCC(=O)NCc2ccccn2)cc1 returned Lipid storage S3 inconclusive.

The closing two entries of the part above come first, to join the parts.
For Cc1ccc(-c2nc(SCC(=O)N(C)C3CCS(=O)(=O)C3)[nH]c2-c2ccc(C)cc2)cc1 (stereo not drawn) the results were Lipid storage S3 inconclusive.
Screening CC(C)(C)c1ccc(C(=O)NCC(=O)NCc2ccccn2)cc1 returned Lipid storage S3 inconclusive.
CC(C)C(=O)Nc1ccc(C(=O)CSc2nnc(C3CC3)n2C2CC2)cc1 was read as Lipid storage S3 inconclusive.
O=C(COc1ccccc1F)c1ccc(O)cc1O was read as Lipid storage S3 inconclusive.
For CC1CCCN(C(=O)CNC(=O)c2cccs2)C1 (stereo not drawn) the results were Lipid storage S3 inconclusive.
For Cc1ccc2c(c1)Oc1ccccc1C=C2C(=O)O the results were Lipid storage S3 7% and Lipid storage S3 cell count max 0.
`Cn1c(Cc2ccccc2)nnc1SCCC(=O)Nc1ccccc1` gave Lipid storage S3 0% and Lipid storage S3 cell count max 2.
`CCn1c(=N)c(C(=O)NCc2cccnc2)cc2c(=O)n3cccc(C)c3nc21` gave Lipid storage S3 inconclusive.
Screening COCCCNC(=O)/C(C#N)=C1\N=C(NC(=O)c2cccs2)c2ccccc21 returned Lipid storage S3 inconclusive.
For CCOC(=O)C1Nc2ccc(C(=O)O)cc2C2C=CCC12 (stereo not drawn) the results were Lipid storage S3 23% and Lipid storage S3 cell count max -16.
For Cc1ccsc1/C=N/NC(=O)c1nnn(-c2nonc2N)c1C(C)C the results were Lipid storage S3 inconclusive.
For COc1ccccc1CC(=O)N1CCOCC1 the results were Lipid storage S3 inconclusive.
Screening CCOC(=O)C(NCc1ccco1)(NC(=O)c1ccc(OC)cc1)C(F)(F)F (stereo not drawn) returned Lipid storage S3 -6% and Lipid storage S3 cell count max 12.
`Cc1cccc(C(=O)Oc2ccccc2/C=N/Nc2ccc([N+](=O)[O-])cc2)c1` gave Lipid storage S3 inconclusive.
Screening COc1ccccc1NC(=S)N(CCN(C)C)C(C)c1ccncc1 (stereo not drawn) returned Lipid storage S3 -9% and Lipid storage S3 cell count max -15.
Cc1nn(CC(=O)N2c3ccccc3NC(=O)C2(C)C)c(C)c1[N+](=O)[O-] was read as Lipid storage S3 inconclusive.
For Cc1ccc(N2C(=S)SC3CS(=O)(=O)CC32)cc1 (stereo not drawn) the results were Lipid storage S3 4% and Lipid storage S3 cell count max 11.

In the list so far, four contain a furan ring, fused or not:
O=C(N/N=C/c1cn(-c2ccccc2)nc1-c1ccc(F)cc1)c1ccc(Br)o1 was read as Lipid storage S3 inconclusive.
`Cc1cc(C(=O)NCc2ccco2)c2cc(F)ccc2n1` gave Lipid storage S3 8% and Lipid storage S3 cell count max 1.
CC(C)CC(=O)NNC(=S)NCc1ccco1 was read as Lipid storage S3 -10% and Lipid storage S3 cell count max -1.
Screening CCOC(=O)C(NCc1ccco1)(NC(=O)c1ccc(OC)cc1)C(F)(F)F (stereo not drawn) returned Lipid storage S3 -6% and Lipid storage S3 cell count max 12.

Next part
For Cc1ccc(NC(=O)N2CCC(=O)N2)cc1 the results were Lipid storage S3 2% and Lipid storage S3 cell count max 14.
For C/C(CC(=O)Nc1ccccn1)=N\NC(=O)c1ccccc1O the results were Lipid storage S3 inconclusive.
CCOC(=O)N1CCN(C(=O)CS(=O)Cc2nc(-c3cccc(C)c3)oc2C)CC1 (stereo not drawn) was read as Lipid storage S3 inconclusive.
Cc1ccsc1C(=O)N1CCN(S(=O)(=O)c2cccs2)CC1 was read as Lipid storage S3 inconclusive.
For C/C(=N\Nc1ccccn1)c1cccs1 the results were Lipid storage S3 inconclusive.
Screening Cc1ccccc1CN1CCN(C(=O)CC(C)C)CC1 returned Lipid storage S3 -7% and Lipid storage S3 cell count max 7.
`CCCCCN(C(=O)COC(=O)c1ccc(C)cc1)c1c(N)n(CCCC)c(=O)[nH]c1=O` gave Lipid storage S3 inconclusive.
For O=c1[nH]cnc2c1N=C(c1cccc([N+](=O)[O-])c1)CC(c1ccccc1)N2 (stereo not drawn) the results were Lipid storage S3 inconclusive.
For CC1CC(C)CN(CCOc2cccc(Cl)c2Cl)C1 (stereo not drawn) the results were Lipid storage S3 2% and Lipid storage S3 cell count max -19.
For CCN1CCN(CCNC(=O)c2ccc3c(c2)N(Cc2cccc(Cl)c2)C(=O)c2ccccc2S3=O)CC1 (stereo not drawn) the results were Lipid storage S3 inconclusive.
O=C(NCCc1ccc(Cl)cc1)Nc1ccc(F)cc1 was read as Lipid storage S3 -18% and Lipid storage S3 cell count max -2.
Cc1ccc(NC(=O)CSC(C)c2nc3ccccc3c(=O)[nH]2)cc1 (stereo not drawn) was read as Lipid storage S3 1% and Lipid storage S3 cell count max -6.
CCNC(=O)NC(=O)C(C)OC(=O)[C@H](C)NS(=O)(=O)c1c(C)c(C)cc(C)c1C (stereo partly drawn) was read as Lipid storage S3 2% and Lipid storage S3 cell count max 3.
Screening CNc1nc(N)nc(OC(C(F)(F)F)C(F)(F)F)n1 returned Lipid storage S3 5% and Lipid storage S3 cell count max 0.
For COc1cc(OC)c(NS(=O)(=O)c2cn(C)cn2)cc1Cl the results were Lipid storage S3 inconclusive.
Screening Cc1ccc(C)c(OCCN2CCOCC2)c1 returned Lipid storage S3 inconclusive.
`Cc1ccc(NC(=O)C(OC(=O)c2ccc(O)cc2)c2ccccc2)cc1Cl` (stereo not drawn) gave Lipid storage S3 inconclusive.
`O=C(Cc1ccc(Cl)cc1)Nc1ccc2oc(=O)ccc2c1` gave Lipid storage S3 inconclusive.
O=C(O)CN1C(=O)SC(Nc2ccccc2)C1=O (stereo not drawn) was read as Lipid storage S3 6% and Lipid storage S3 cell count max 8.
Screening COc1ccc(-c2nnc(CSc3nc4ccccc4c(=O)n3CC(C)C)o2)cc1OC returned Lipid storage S3 inactive and Lipid storage S3 cell count max 13.
Screening CN1CCN(S(=O)(=O)c2ccccc2)CC1 returned Lipid storage S3 inconclusive.
For Cc1nc(C(=O)N2CCc3c([nH]c4ccccc34)C2c2ccccn2)cs1 (stereo not drawn) the results were Lipid storage S3 3% and Lipid storage S3 cell count max 10.
`CCOC(=O)N1CCC2(O)CCCCC2C1c1ccc(F)cc1` (stereo not drawn) gave Lipid storage S3 inconclusive.
OCCCNc1cc(-c2ccccc2)nc2cc(-c3ccc(F)cc3)nn12 was read as Lipid storage S3 inconclusive.
Screening C=CCn1c(SCc2ccccc2Cl)nnc1-c1sc2nc(C)cc(C)c2c1N returned Lipid storage S3 1% and Lipid storage S3 cell count max 17.
COc1ccc(C2Nc3ccccc3C(=O)N2NS(=O)(=O)c2ccccc2)cc1 (stereo not drawn) was read as Lipid storage S3 -7% and Lipid storage S3 cell count max -16.
`C/C(=N\NC(=O)c1cc([N+](=O)[O-])cc([N+](=O)[O-])c1)c1ccco1` gave Lipid storage S3 inconclusive.

Ordered by formula weight (lowest first): some entries from above.
Screening CN1CCN(S(=O)(=O)c2ccccc2)CC1 returned Lipid storage S3 inconclusive.
`C/C(=N\NC(=O)c1cc([N+](=O)[O-])cc([N+](=O)[O-])c1)c1ccco1` gave Lipid storage S3 inconclusive.
`CCOC(=O)N1CCC2(O)CCCCC2C1c1ccc(F)cc1` (stereo not drawn) gave Lipid storage S3 inconclusive.

The list is partial; rates above refer to the full screens.
